TMEM16A inh – mouse TMEM16A channel inhibition, primary screen. HEK293 TMEM16A/YFP iodide influx fluorescence, ionomycin. normalized B-score (activity score, 25-100; higher = stronger inhibition) at 10 µM. actives 1.2% (n = 310,000);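 active = ratio plate-corrected score three or more library SD toward inhibition, starting fluorescence score within five deviations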;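 also: score derived from kinetic fluorescence span divided by baseline fluorescence per well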
KCNK9 block – inhibitors of human KCNK9 two-pore domain potassium channel. HEK293 KCNK9, FluxOR thallium flux fluorescence; active compounds read low. actives 1.2% (n = 310,000). B-score at 10 µM. Q9NPC2;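 active = ratio B-score over 3 SD below the library mean, with starting fluorescence within 5 SD of its mean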;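 also: negative B-score means less thallium flux so channel inhibition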
KCNK3 inh – human KCNK3 channel inhibition, primary screen; CHO-KCNK3 thallium flux, FluxOR fluorescence; active compounds read low; O14649; B-score at 10 µM; actives 0.84% (n = 340,000);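 active = B-score under library mean minus 4 SD, starting fluorescence ratio at most library mean plus 5 SD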;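 also: more negative B-score means stronger inhibition of thallium flux through KCNK3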
Target sequence (O14649 whole entry, looked up): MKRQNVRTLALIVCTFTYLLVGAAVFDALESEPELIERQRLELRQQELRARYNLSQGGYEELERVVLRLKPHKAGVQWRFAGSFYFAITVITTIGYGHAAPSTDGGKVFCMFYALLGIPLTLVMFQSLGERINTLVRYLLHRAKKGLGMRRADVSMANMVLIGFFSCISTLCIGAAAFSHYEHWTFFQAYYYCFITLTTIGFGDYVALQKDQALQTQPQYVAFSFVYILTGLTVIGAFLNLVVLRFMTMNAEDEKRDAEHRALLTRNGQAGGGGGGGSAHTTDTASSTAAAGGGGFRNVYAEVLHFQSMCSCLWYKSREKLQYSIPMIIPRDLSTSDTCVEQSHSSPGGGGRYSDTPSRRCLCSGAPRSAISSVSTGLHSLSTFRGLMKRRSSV
Dyrk1A ADPGlo – blocks rat Dyrk1A kinase activity | Q63470 | ADP-Glo luminescence, NFATc1 peptide | inhibition, % at 12.5 µM | actives 0.43% (n = 310,000) | AID 504441; in the data active = inhibition above about 50%;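 also: plate controls were vehicle with enzyme for no effect and no enzyme for full effect; many of its hits are not listed in these tables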
KCNQ1 block – human KCNQ1 channel inhibition. P51787. CHO-K1 KCNQ1, FluxOR thallium flux fluorescence; active compounds read high. B-score at 10 µM. actives 1.3% (n = 310,000). AID 2642;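 active = compounds whose thallium flux B-score, printed positive for inhibition, exceeds three library SD while starting fluorescence stays within three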;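 also: channel opened by potassium depolarization with thallium stimulus after 20 min compound exposure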
KCNQ1 pot – human KCNQ1 channel potentiation or activation. P51787. CHO-K1 KCNQ1, thallium flux FluxOR fluorescence; active compounds read high. B-score at 10 µM. actives 0.35% (n = 310,000);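 active = fluorescence ratio B-score, a plate-corrected score, at least three library SD, with initial intensity B-score within 5 SD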
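assay system = CHO-K1 cells stably expressing KCNQ1 | medium = assay buffer, equal DMSO in all wells | timing = 37 °C overnight plating, 90-min dark dye load, 20-min compound pretreatment | measured by = kinetic FluxOR thallium fluorescence, 10-s 1-Hz baseline, 110-s post-stimulus read | measure = fluorescence change relative to baseline, converted to B score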
hERG protect – shields human hERG channel from block by proarrhythmic agents; Q12809; activation (rescue from dofetilide block), less the hit threshold, % at 10 µM; actives 0.51% (n = 310,000); CHO-hERG, FluxOR thallium flux, dofetilide IC70 present; AID 1511;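 active = activation above the mean of controls blocked by dofetilide plus 5 SD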;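 also: thallium influx through hERG after potassium depolarization seen as dye fluorescence rise; in these data hits start at about 4.7%; inactives centre near -7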
HDAC3 inhib – blocks human histone deacetylase 3; O15379; recombinant HDAC3, fluorogenic peptide/trypsin coupled, fluorescence; inhibition, % at 8.3 µM; actives 0.15% (n = 320,000); in the data active = inhibition above about 26%, passing the limit was not always enough; inconclusive = no clear call, values can overlap the other calls
Target sequence (O15379 whole entry, looked up): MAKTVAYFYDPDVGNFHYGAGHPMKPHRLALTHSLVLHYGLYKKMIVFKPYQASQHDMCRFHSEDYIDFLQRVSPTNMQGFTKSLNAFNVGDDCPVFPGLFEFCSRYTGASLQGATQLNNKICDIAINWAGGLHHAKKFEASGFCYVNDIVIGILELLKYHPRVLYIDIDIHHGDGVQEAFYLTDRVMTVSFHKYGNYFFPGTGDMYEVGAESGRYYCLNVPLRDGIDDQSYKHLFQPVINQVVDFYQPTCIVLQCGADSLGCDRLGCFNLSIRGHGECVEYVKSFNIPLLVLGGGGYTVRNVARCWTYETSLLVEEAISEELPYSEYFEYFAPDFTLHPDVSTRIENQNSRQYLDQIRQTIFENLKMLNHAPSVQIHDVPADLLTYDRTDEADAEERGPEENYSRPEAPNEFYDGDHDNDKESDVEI
TRPC4 PAM – allosteric potentiators of mouse TRPC4 channel. HEK293 TRPC4beta/mu-opioid, DAMGO EC20, Fluo-4 Ca2+ flux; active compounds read high. B-score at 10 µM. actives 0.42% (n = 310,000);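 active = B-score of calcium response area above 5 SD of library B-scores, with initial fluorescence ratio within 5 SD of library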;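 also: B-score of integrated fluorescence ratio over time as area under calcium response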
TRPC4 agonist – opens the mouse TRPC4 cation channel. Q9QUQ5. HEK293 TRPC4beta/mu-opioid, Fluo4 calcium fluorescence; active compounds read high. B-score at 10 µM. actives 0.49% (n = 310,000);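 active = B-score above 5 SD of library B-scores, and initial fluorescence ratio not above library mean plus 5 SD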;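 also: positive B-score marks a calcium rise read as TRPC4 activation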
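Material: HEK293 stable line with TRPC4beta plus mu-opioid receptor; technique: Fluo4 calcium-sensitive dye fluorescence, kinetic, 1 Hz baseline; timing: Fluo4 dye loading 45 min at room temperature, 110 s recording; controls: assay buffer as low control, maximal DAMGO as high control; read-out: integrated baseline-normalised fluorescence ratio, converted to per-well B score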
TMEM16A act – activators or potentiators of mouse TMEM16A chloride channel. Q8BHY3. HEK293 TMEM16A/YFP-H148Q/I152L, iodide quench fluorescence; active compounds read low. B-score at 10 µM. actives 0.3% (n = 340,000);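 active = fluorescence-ratio B-score plate-corrected deviation score at least 3 library SD below zero, with starting fluorescence score within 5 deviations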;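 also: channel opened by trigger with iodide after compound preincubation; score built on the fluorescence ratio of max minus min over baseline; more negative score means more quench and so TMEM16A activation or potentiation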
An asterisk follows results filed as active; i = inactive; u = inconclusive; x = no result given. An excerpt. The share of hits here may be higher or lower than overall.

canonical_smiles	TMEM16A inh	KCNK9 block	KCNK3 inh	Dyrk1A ADPGlo	KCNQ1 block	KCNQ1 pot	hERG protect	HDAC3 inhib	TRPC4 PAM	TRPC4 agonist	TMEM16A act
CCOc1ccc(C(=O)CC(NCc2cccs2)C(=O)O)cc1 (stereo not drawn)	i	i	i	2	i	i	-18	4	i	i	i
Cc1ccc(C)c(C(=O)CSc2n[nH]c(C(C)C)n2)c1	i	i	i	8	i	i	-5	5	i	i	i
Cc1cc(C)nc(NS(=O)(=O)c2ccc(NC(=S)NC(=O)C(C)C)cc2)n1	i	i	i	2	i	i	-9	1	i	i	i
COc1ccc(N(C)C(=O)Cc2c(C(=O)O)n(C)c3ccccc23)cc1	i	i	i	-6	i	i	-5	-3	i	i	i
O=c1[nH]c(Cn2nnc(-c3ccccc3)n2)nc2scc(-c3ccccc3)c12	i	i	i	2	i	i	-9	1	i	i	i
CC(NCc1ccccc1Cl)C(=O)Nc1ccc(S(=O)(=O)N2CCCC2)cc1 (stereo not drawn)	i	i	i	7	i	i	-7	x	i	i	i
CN1C2C=C3C(C#N)=C(N)C(C#N)(C#N)[C@@H](c4cccc(F)c4)[C@@H]3C1CC2 (stereo partly drawn)	i	i	i	1	i	i	-14	-3	i	i	i
Cc1ccc(OCCNC(=O)c2cc(=O)[nH]c3ccccc23)cc1	i	i	i	-3	i	i	2	12	i	i	i

canonical_smiles	TMEM16A inh	KCNK9 block	KCNK3 inh	Dyrk1A ADPGlo	KCNQ1 block	KCNQ1 pot	hERG protect	HDAC3 inhib	TRPC4 PAM	TRPC4 agonist	TMEM16A act
CCOc1ccc(C(c2c(O)nc(SC)[nH]c2=O)c2c(O)nc(SC)[nH]c2=O)cc1	i	i	i	x	i	i	-4	9	i	i	i
Cc1ccc(S(=O)(=O)c2nnn3c2nc(N2CCN(c4ccccn4)CC2)c2ccccc23)cc1	i	i	i	-1	i	i	-10	-3	i	i	i
CCCCCCNC(=O)Cc1nc2nc(C)cc(C)n2n1	i	i	i	0	i	i	-12	1	i	i	i
O=C1/C(=C/c2ccc(F)cc2)CCC1C1CCCC1 (stereo not drawn)	i	i	i	-2	i	i	-5	6	i	i	i
Cc1cccc(NCc2ccc([N+](=O)[O-])s2)c1	i	i	i	11	i	i	-6	1	i	i	i
Cn1c(=O)n(C)c2cc(NS(C)(=O)=O)ccc21	i	i	i	19	i	i	-9	-1	i	i	i
CC(NC(=O)C(=O)NCC1CCCO1)c1ccccc1 (stereo not drawn)	i	i	i	0	i	i	-2	-2	i	i	i
Cn1cccc1/C=N/NC(=O)c1cccc(OC(F)(F)C(F)F)c1	i	i	i	3	i	i	-12	6	i	i	i

canonical_smiles	TMEM16A inh	KCNK9 block	KCNK3 inh	Dyrk1A ADPGlo	KCNQ1 block	KCNQ1 pot	hERG protect	HDAC3 inhib	TRPC4 PAM	TRPC4 agonist	TMEM16A act
COc1ccc(S(=O)(=O)CCC(=O)N2CCN(c3cccc(Cl)c3)CC2)cc1	i	i	i	-1	i	i	-7	-3	i	i	i
Cc1cc(Cl)cc(Br)c1OCCCN1C(=O)NC(C)(C)C1=O	i	i	i	4	i	i	-7	2	i	i	i
CNCc1ccccc1OCC(=O)Nc1ccccc1OC	i	i	i	3	i	i	-7	4	i	i	i
CS(=O)(=O)N(Cc1ccco1)Cc1ccccc1Cl	i	i	i	15	i	i	-22	u	i	i	i
O=C(O)CCCC(=O)OCCCCc1cccs1	i	i	i	-6	i	i	-6	-3	i	i	i
CCCOc1ccc(N2C(=O)CC(N3CCN(c4nc5ccccc5s4)CC3)C2=O)cc1 (stereo not drawn)	i	i	i	-3	i	i	-12	2	i	i	i
CC(C)(C)c1ccc(OCC(O)CN2CCN(C(=O)c3ccccc3)CC2)cc1 (stereo not drawn)	i	i	i	-2	i	i	-9	7	i	i	i
C=CC(n1cncn1)C(O)(c1ccccc1)c1ccccc1 (stereo not drawn)	i	i	i	6	i	i	-12	-3	i	i	i

canonical_smiles	TMEM16A inh	KCNK9 block	KCNK3 inh	Dyrk1A ADPGlo	KCNQ1 block	KCNQ1 pot	hERG protect	HDAC3 inhib	TRPC4 PAM	TRPC4 agonist	TMEM16A act
O=C(Nc1nc2ccccc2n1CCN1CCCCC1)c1ccc(Cl)cc1	i	i	x	x	i	i	-8	-6	i	i	x
Cc1ccc(NC(=S)NCc2ccccc2)cc1S(=O)(=O)N1CCCCC1	i	i	-11*	-1	6*	i	-11	3	i	i	i
Cn1c(CCNC(=O)c2ccco2)nc2cc([N+](=O)[O-])ccc21	i	i	i	-1	i	i	-4	3	i	i	i
CCOC(=O)N1CCN(C(=O)CSc2nnc(CNC(=O)c3c(F)cccc3Cl)o2)CC1	i	i	i	3	i	i	-8	8	i	i	i
Cc1noc(C)c1COC(=O)CCCNC(=O)c1ccc(Cl)cc1	i	i	i	3	i	i	-11	-1	i	i	i
COC(=O)CSc1nnc(-c2ccncc2)n1N	i	i	i	-4	i	i	-8	0	i	i	i
Cc1ccc(SCCOCCN2CCOCC2)cc1	i	i	i	0	i	i	-2	-3	i	i	i
COC(=O)N1C(=O)[C@](c2ccccc2)(C(C)C)N1C(=O)OC	i	i	i	4	i	i	-6	0	i	i	i

canonical_smiles	TMEM16A inh	KCNK9 block	KCNK3 inh	Dyrk1A ADPGlo	KCNQ1 block	KCNQ1 pot	hERG protect	HDAC3 inhib	TRPC4 PAM	TRPC4 agonist	TMEM16A act
O=C(NCc1ccco1)/C(=C\c1cccc([N+](=O)[O-])c1)NC(=O)c1ccco1	i	i	i	-4	i	i	-8	13	i	i	i
O=C(NCCc1ccc(F)cc1)Nc1ccc([N+](=O)[O-])cc1	i	i	i	7	i	i	-16	8	i	i	i
Cc1ccc(S(=O)(=O)Oc2ccccc2/C=N/N=C(N)N)cc1	i	i	i	-5	i	i	-20	12	i	i	i
CCOC(=O)C(NCCc1ccccc1)(NC(C)=O)C(F)(F)F (stereo not drawn)	i	i	i	3	i	i	3	-6	i	i	i
CC(C(=O)N1CCCCC1)n1sc2ccccc2c1=O (stereo not drawn)	i	i	i	-3	i	i	-7	3	i	i	i
CN(C)S(=O)(=O)c1ccc(/C(O)=C2/C(=O)C(=O)N(Cc3cccnc3)C2c2ccco2)cc1 (stereo not drawn)	i	i	i	-7	i	i	-4	-1	i	i	i
Cc1ccc(NC(=O)NNC(=O)CN2C(=O)COc3ccccc32)cc1	i	i	i	-4	i	i	-6	-15	i	i	i
C=CCn1c(SCc2cc(C(C)=O)ccc2OCC)nc2ccccc2c1=O	i	-13*	i	x	i	i	-6	8	i	i	i

canonical_smiles	TMEM16A inh	KCNK9 block	KCNK3 inh	Dyrk1A ADPGlo	KCNQ1 block	KCNQ1 pot	hERG protect	HDAC3 inhib	TRPC4 PAM	TRPC4 agonist	TMEM16A act
Cc1cc(=O)n2nc(-c3ccccc3)sc2c1C#N	i	i	i	6	i	i	-9	-6	i	i	i
O=C(NC1CCSc2ccccc21)c1cccc(Br)c1 (stereo not drawn)	i	i	i	-3	7*	i	-6	-5	i	i	i
CC1CC(NC(=O)c2ncn[nH]2)CC(C)(C)C1 (stereo not drawn)	i	i	i	3	i	i	-1	3	i	i	i
CCCOP(=O)(c1ccc(N(C)C)cc1)C(O)c1ccccc1OC (stereo not drawn)	i	i	i	-4	i	i	-5	1	i	i	i
Cn1c(=O)c2c(nc(N3CCN(c4ccccn4)CC3)n2Cc2ccccc2Cl)n(C)c1=O	i	i	i	3	i	i	-7	-2	i	i	i
O=C(C(=S)N1CCOCC1)c1c[nH]c2ccccc12	i	i	i	0	i	i	-7	3	i	i	i
CCOc1cccc(-c2c(C(=O)N/N=C/c3cccnc3)nnn2-c2nonc2N)c1	i	i	i	0	i	i	-8	-2	i	i	i
Cc1cc(NC(=O)COc2ncnc3sc(C)c(C)c23)no1	i	i	i	9	i	i	-4	5	i	i	i

canonical_smiles	TMEM16A inh	KCNK9 block	KCNK3 inh	Dyrk1A ADPGlo	KCNQ1 block	KCNQ1 pot	hERG protect	HDAC3 inhib	TRPC4 PAM	TRPC4 agonist	TMEM16A act
CCOCCCNC(=O)CN1C(=O)CSc2ccccc21	i	i	i	-3	i	i	-2	0	i	i	i
Cc1cccc(N2CCN(Cc3cn(C)nc3-c3ccccc3F)CC2)n1	i	i	i	-3	i	i	-10	4	i	i	i
O=C(O)c1cccc(COc2ccc3c(c2)CCC3)c1	i	i	i	-4	i	i	-8	0	i	i	i
O=C(c1ccccc1)N1N=C(c2ccc(F)cc2)CC1(O)C(F)(F)F (stereo not drawn)	i	i	i	1	i	i	-8	7	i	i	i
CC(C)N(Cc1nc(-c2ccccc2)no1)C(=O)C1CCCCC1	i	i	i	-3	i	i	-7	1	i	i	i
CCCN(CCC)c1nc(C)cc(C(C#N)c2nc3ccccc3o2)n1 (stereo not drawn)	i	i	x	x	i	i	-5	-10	i	i	x
O=C(CN(C(=O)CNS(=O)(=O)c1ccc(F)cc1)c1ccccc1)NCc1ccco1	i	i	i	0	i	i	-5	3	i	i	i
COc1ccccc1N1CCN(/N=C/c2cccc(O)c2)CC1	i	i	i	3	i	i	-13	-3	i	i	i

canonical_smiles	TMEM16A inh	KCNK9 block	KCNK3 inh	Dyrk1A ADPGlo	KCNQ1 block	KCNQ1 pot	hERG protect	HDAC3 inhib	TRPC4 PAM	TRPC4 agonist	TMEM16A act
COc1ccc(C2C(C#N)=C(N)Oc3cc(C)n(Cc4ccco4)c(=O)c32)cc1 (stereo not drawn)	i	i	i	-5	i	i	1	2	i	i	i
COC(=O)CSc1nnc(COc2ccc([N+](=O)[O-])cc2)n1C	i	i	i	4	i	i	-11	4	i	i	i
Cc1ccc(NC(=O)CSc2ccc3c(c2)OCCO3)nc1	i	i	i	11	i	i	-14	9	i	i	i
CC(C)(C)SCCNC(=O)CN1C(=O)c2ccccc2S1(=O)=O	i	i	i	-8	i	i	-1	1	i	i	i
CC(=O)Nc1sc(N/N=C\c2ccc(O)cc2)nc1-c1cccs1	i	i	i	2	i	i	-9	-5	i	i	i
